Screens as filed in PubChem BioAssay.
SMN2 splice up = qHTS Assay for Enhancers of SMN2 Splice Variant Expression | HEK293 SMN2-luciferase splicing reporter, luminescence, 30-36 h | Potency, µM (series often up to 46.1 µM), without a hit: at the top dose activity change, positive = activation, most hits filed as activators | 210,000 tested, 2.8% active | AID 1458, 2008; also: potency is read from the fitted curve at half-maximal effect; % of control where 0% means no effect; nearly all actives have a fitted effect of over 55% in size
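HEK293 cells carry an SMN2 minigene-luciferase reporter in which exon 7 inclusion puts luciferase in frame. Cells were seeded at 2000 cells/well, attached for 10-12 hours, then exposed to compounds for 30-36 hours at 37C before ONE-Glo luminescence.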
HTT cytoprotect = qHTS Multiplex Assay to Identify Dual Action Probes in a Cell Model of Huntington: Cytoprotection (ATP) | PC12 HTT-Q103 induced, cytoprotection, ATP luminescence, 40 h | Potency, µM (titrated, usually from 56.4 µM), for inactives: cytoprotection (ATP increase), most hits filed as activators | 230,000 tested, 0.14% active | AID 1471, 2008;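 also: potency is read from the fitted curve at half-maximal effect; % of control where 0% means no effect; nearly all actives have a fitted effect of over 45% in size; toxic huntingtin expression switched on by the ecdysone agonist tebufenozide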
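Stable PC12 Q103-GFP cells in serum-supplemented, phenol red-free DMEM; induction by tebufenozide at 100 nM final; compound dose series; cell viability quantified luminescently from ATP.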
Luc counter = Counterscreen for Luciferase (Kinase-Glo TM) Inhibition; Luciferin 4-monooxygenase (Photuris pensylvanica), Q27757; Kinase-Glo luciferase, ATP luminescence, 8 min; Potency, µM (series often up to 38.3 µM), without a hit: at the highest dose activity change, negative = inhibition, hits mostly inhibitors; 200,000 tested, 0.28% active; AID 1379, 2008; also: potency is read from the fitted curve at half-maximal effect; % is scaled to controls: 0 for no effect and ±100 for the full control effect; nearly all actives have a fitted effect of over 60% in size
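Substrate mix (final 50 mM imidazole pH 7.2, 50 mM KCl, 7 mM MgCl2, 10 uM ATP, 0.01% Tween 20, 0.05% BSA) plus pin-tool compound, then Kinase-Glo detection mix; 8 min ambient, luminescence read.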
IMPase Li inh = qHTS Assay for Identifying the Cell-Membrane Permeable IMPase Inhibitors: Potentiation with Lithium | CHO-M1 cells, IP1 TR-FRET (IP-One), carbachol + lithium | Potency, µM (titrated, usually from 59.4 µM), inactives show at the top dose activity, negative = IMPase inhibition, actives largely listed as inhibitors | 210,000 tested, 0.35% active;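 also: IP1 builds up when IMPase is blocked and the TR-FRET signal falls; potency is read from the fitted curve at half-maximal effect; plate controls were basal vehicle for no effect and high inhibitor control for full effect; nearly all actives have a fitted effect of over 50% in size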
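Test compounds were applied to CHO-M1 cells previously cultured for 16–30 h at 2000 per well. A small lithium amount accompanied them; after 30 min at 37C, IP1 was quantified by TR-FRET.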
HttQ103 aggreg = qHTS Multiplex Assay to Identify Dual Action Probes in a Cell Model of Huntington: Aggregate Formation (GFP) | PC12 HttQ103-GFP aggregates, Acumen cytometry, 40 h | Potency, µM (titrated, usually from 46.1 µM), for inactives: top-dose activity change, negative = inhibition, most hits filed as inhibitors | 220,000 tested, 1.1% active | AID 1688, 2009; also: potency is read from the fitted curve at half-maximal effect; % is scaled to controls: 0 for no effect and ±100 for the full control effect; nearly all actives have a fitted effect of over 60% in size
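PC12/HTTQ103-GFP, ecdysone-inducible; teb 100 nM; cpd qHTS titration; GFP aggregates read on laser cytometer, Ex 488/Em 500-530 nm.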
Lamin A splicing = qHTS Assay for Modulators of Lamin A Splicing | HeLa LMNA splicing GFP/RFP minigene ratio, 48 h | Potency, µM (top dose mostly 46.1 µM), for inactives: at the top dose ratio change, negative = inhibition, most hits filed as inhibitors | 200,000 tested, 0.01% active | AID 1487, 2009; active = well fitted inhibition curve with a large enough effect in the signal ratio, with a control signal flat, not every such curve was filed as active; inconclusive = small, poorly fitted or top-dose-only effect, or effect the other way, or a change in a side signal; the % refers to the signal ratio; also: potency is read from the fitted curve at half-maximal effect; % is scaled to controls: 0 for no effect and ±100 for the full control effect
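S3 HeLa cells stably expressing lamin A-EGFP splicing minigene plus DsRed2, 600 cells/well, 48 h compound exposure at 37C. Laser-scanning cytometry; analysed as GFP (500-530 nm)/RFP (575-640 nm) total intensity ratio; 0.5% DMSO vehicle.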
CBFb RUNX1 block = qHTS Assay for Compounds Blocking the Interaction Between CBF-beta and RUNX1 for the Treatment of Acute Myeloid Leukemia; Potency, µM (titrated, usually from 59.8 µM), for the others: at the highest dose activity, negative = inhibition, most hits filed as inhibitors; Runt-related transcription factor 1 (Homo sapiens) + Core-binding factor subunit beta …; AID 1477, 2009; 230,000 tested, under 10 active; AlphaScreen CBFb-His/RUNX1-biotin binding, biochemical; also: % of control where 0% means no effect
Target sequence (Q01196 whole entry, looked up): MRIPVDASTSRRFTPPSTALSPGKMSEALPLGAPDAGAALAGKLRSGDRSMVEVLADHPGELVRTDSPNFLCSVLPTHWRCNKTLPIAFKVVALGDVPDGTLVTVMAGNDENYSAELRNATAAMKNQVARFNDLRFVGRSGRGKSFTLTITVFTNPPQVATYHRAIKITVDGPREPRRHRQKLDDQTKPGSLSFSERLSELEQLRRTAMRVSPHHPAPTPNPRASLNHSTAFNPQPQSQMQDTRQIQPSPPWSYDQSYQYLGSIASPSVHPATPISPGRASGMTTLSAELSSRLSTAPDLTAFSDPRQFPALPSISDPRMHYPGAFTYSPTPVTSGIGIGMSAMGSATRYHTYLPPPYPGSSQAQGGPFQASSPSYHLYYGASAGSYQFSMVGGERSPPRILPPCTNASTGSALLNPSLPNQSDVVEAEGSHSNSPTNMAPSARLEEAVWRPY
Target sequence (Q13951 whole entry, looked up): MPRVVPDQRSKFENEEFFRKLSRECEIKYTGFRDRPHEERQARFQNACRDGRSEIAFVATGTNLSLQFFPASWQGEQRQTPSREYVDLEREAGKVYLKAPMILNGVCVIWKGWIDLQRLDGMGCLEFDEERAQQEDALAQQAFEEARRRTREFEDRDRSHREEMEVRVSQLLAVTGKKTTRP
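Compounds were screened at multiple concentrations against a preformed CBF-beta(His)/RUNX1(biotin) complex (30 nM of each) for 15 min at room temperature, followed by 90 min with nickel and streptavidin beads and AlphaScreen reading.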
* = called active by the depositor; ? = inconclusive; . = no result given; [ ] = remark or other dose. Unless noted, calls follow the shape of the dose curve; as a rule, active = well fitted curve in the direction sought with a large enough effect; inconclusive = small, poorly fitted or top-dose-only effect, or another doubt; inactive = no such curve, though single readings can be large; an effect the other way counts as inactive or inconclusive.

SMILES	SMN2 splice up	HTT cytoprotect	Luc counter	IMPase Li inh	HttQ103 aggreg	Lamin A splicing	CBFb RUNX1 block
CCCOc1ccc(NC(=O)C2CC(=O)N3CCCN=C3S2)cc1 (stereo not given)	?	-20%[0.074 µM]	1%	20%[38.3 µM]	28%	13%	-2%
O=C(Cn1nc(C(F)F)cc1C1CC1)NCCC1=CCCCC1	1%	1%	-1%	24%[38.3 µM]	-17%	5%	8%
Cc1sc2nc(SCC(=O)NCCOCCO)nc(N)c2c1C	.	41%[10 µM]	-5%	-1%	12%[9.22 µM]	?	4%
Cc1ccc(NC(=O)c2cc(N(C)C)ccc2[P+](=O)O)cc1	-7%	-10%	9%	-1%[38.3 µM]	0%	-2%	-1%
O=C(Cc1cccs1)Nc1nc(-c2ccccc2)cs1	-31%[inhibitor]	-10%[10 µM]	-4%	-7%[38.3 µM]	0%	?	-2%
CCC(C)NCCCOc1c(C)cc(C)cc1Br (stereo not given)	-28%	-22%[10 µM]	-2%	-1%	20%	-8%	-1%
O=C(NCc1ccco1)c1nc2c(nnn2Cc2ccccc2Cl)c(=O)[nH]1	-56%[inhibitor]	20%[10 µM]	1%	1%	-14%	?	-15%
COc1ccccc1N1CCN(/N=C/c2ccc(OC)c(OC)c2OC)CC1	6%	-33%[inhibitor]	3%	4%	-8%	4%[46 µM]	-13%
CCN1CCN(CC(O)COCC2COc3ccccc3O2)CC1 (stereo not given)	-6%	-48%	1%	-5%	-13%	-5%[46 µM]	-3%
COc1cc(SC)ccc1C(=O)OCC(=O)NC1CC1	14%	-7%	-2%	4%	2%	2%[46 µM]	6%
O=C(/C(=C/O)N=Nc1ccccc1)c1ccc(Cl)cc1	-50%[inhibitor]	7%	-5%	25%	?	?	?
CCn1c(SCC(=O)Nc2sc(C)c(C)c2C#N)nnc1C1CC1	.	-6%[10 µM]	.	.	-29%[9.22 µM]	.	-3%
c1ccc(OCCCn2nnc(-c3ccncc3)n2)cc1	-23%	8%[10 µM]	0%	1%	1%	-21%	2%
N/C(=N\OC(=O)CCn1cccc(C(F)(F)F)c1=O)c1ccc(Cl)cc1	.	27%[10 µM]	.	.	2%[9.22 µM]	.	2%
O=C(CCCOc1ccc(Cl)cc1Cl)Nc1ncccn1	.	-2%[10 µM]	.	.	9%[9.22 µM]	.	2%
CCOc1cc(S(=O)(=O)N2CCC(C(N)=O)CC2)ccc1F	-26%	-10%	-2%	18%[38.3 µM]	-2%	-11%	3%
O=C(CC1SCCNC1=O)Nc1cccc([N+](=O)[O-])c1 (stereo not given)	.	5%[10 µM]	.	.	0%[9.22 µM]	.	2%
CCN1/C(=C/c2sc(-c3ccccc3C)c[n+]2C)Sc2ccccc21	-90%[inhibitor]	-130%[inhibitor]	-1%	20%	2.2µM*	.	-1%
O=C(Cc1cccc2ccccc12)NN1C(=O)/C(=C\c2cccnc2)SC1=S	.	6%[10 µM]	.	.	-5%[9.22 µM]	.	-1%
COC(=O)C1CC(O)CN1C(=O)Nc1cccc(C(F)(F)F)c1 (stereo not given)	-4%	-2%[10 µM]	0%	-4%	13%	.	-1%
CCN(CCCNS(=O)(=O)c1ccc2c(c1)CCN2C(C)=O)c1cccc(C)c1	-9%	1%	3%	21%[38.3 µM]	?	-11%	-1%
COc1ccc(OC)c(S(=O)(=O)N2CCC(C(=O)NCC3CCCO3)CC2)c1 (stereo not given)	-12%	-15%[0.074 µM]	-4%	16%[38.3 µM]	8%	-13%	16%
CC(=O)c1c(C)nc(C)nc1NC(=O)C(C)C	4%	-5%	-3%	-23%[38.3 µM]	10%	4%	13%
Cc1c(-c2ccco2)[n+](=O)c2c(n1[O-])CCC2	3%	-2%	-1%	-10%[38.3 µM]	13%[9.22 µM]	1%	2%
Cc1cc(NC(=O)CSc2nnc(-c3ccc(Br)o3)n2Cc2ccccc2)no1	-3%	5%	-2%	0%[38.3 µM]	13%	?	-2%

More compounds follow.
SMILES	SMN2 splice up	HTT cytoprotect	Luc counter	IMPase Li inh	HttQ103 aggreg	Lamin A splicing	CBFb RUNX1 block
OCCC1CN(Cc2ccon2)CCN1Cc1ccc(F)c(F)c1 (stereo not given)	.	7%[10 µM]	3%	2%	13%[9.22 µM]	.	4%
O=C(CSc1nnc(NC(=O)c2ccco2)s1)NC1CCCCC1	8%	-5%[10 µM]	8%	-8%[38.3 µM]	6%	4%	-2%
COc1ccc(C(=O)Nc2cc(C)nc3ccccc23)cc1OC	-1%	-9%	-1%	16%[38.3 µM]	-1%	-6%	1%
CS(=O)(=NS(=O)(=O)c1ccc(Cl)cc1)c1ccccc1 (stereo not given)	.	6%[10 µM]	.	.	-3%[9.22 µM]	.	9%
Cc1cccc(N(CC(=O)NC2CCCC2)C(=O)c2c(C)noc2C)c1	-7%	6%	1%	7%[38.3 µM]	-11%	3%	-2%
COC(=O)c1ccccc1SC1CC(=O)N(c2ccccc2)C1=O (stereo not given)	20%	.	-1%	1%	10%	4%	-22%
CCC(Sc1nc2ccccc2c(=O)n1CC1CCCO1)C(=O)NCc1cccnc1 (stereo not given)	-21%	-7%	-7%	-12%[38.3 µM]	2%	8%	6%
O=S(=O)(c1ccccc1)N1CCC2(CC1)CN(c1ccccn1)C2	-44%[inhibitor]	-1%	-4%	11%	.	.	.
COc1ccc(CN2C(=O)c3ccccc3C2=O)cc1C(=O)OCC(=O)NC1CCCCC1	0%	2%[10 µM]	-2%	13%	6%	-6%	-14%
COc1ccc(O)c(C=Nc2cc(NC(C)=O)c(Cl)cc2Cl)c1	4%	0%[10 µM]	2%	-8%	17%	6%	-1%
O=c1cc(Nc2ccc3c(c2)OCCO3)[nH]c(=O)n1Cc1ccc(F)cc1	-71%[inhibitor]	13%[1.9 µM]	2%	15%	7%	-13%	6%
CCOc1cccc2c1OC1(CCCCC1)N1N=C(c3cccnc3)CC21 (stereo not given)	-2%	16%[10 µM]	-1%	11%	5%	-7%	3%
Cc1ccc(C(=O)Nc2ccc3nccnc3c2)cc1	3.2µM*	-142%[inhibitor]	-13%	-8%[38.3 µM]	-9%	7%	5%
COc1ccc(N2C(=O)C3[C@@H](C2=O)C2(Cl)C(Cl)=C(Cl)C3(Cl)C2(OC)OC)cc1 (stereo not given in full)	-13%	-3%[10 µM]	6%	-5%	3%	-7%	-24%
CSc1ncc(CN2CCN(CC=C(C)C)C(CCO)C2)cn1 (stereo not given)	.	5%[10 µM]	.	1%	16%[9.22 µM]	.	8%
Clc1ccc(Cl)c(Nc2ccnc(SCc3ccccc3)n2)c1	3%[9.22 µM]	4%[10 µM]	-3%[7.66 µM]	4%	.	.	.
CCCCCC(=O)Nc1ccc(N2CCN(C(=O)CCC)CC2)cc1	-11%	-11%	1%	13%[38.3 µM]	9%	-13%	16%
COc1nc(-c2ccccc2)ncc1S(=O)(=O)c1ccccc1	-23%	-4%	7%	17%	-11%[9.22 µM]	5%[46 µM]	25%
COc1cccc(NC(=O)COC(=O)COc2ccccc2[N+](=O)[O-])c1	13%	22%[10 µM]	-6%	2%	-6%	0%	-2%
CN=C(NC#N)SCC(=O)c1ccc(Cl)cc1Cl	-15%	10%	1%	4%[38.3 µM]	-13%	-4%	-6%
CC(C)OC(=O)NCCOC(=O)Nc1ccc(Cl)cc1	.	2%[10 µM]	-1%	12%	7%[9.22 µM]	14%[46 µM]	2%
Cn1c(-c2ccc3ccccc3n2)nc2cnccc21	99%	-88%[inhibitor][0.074 µM]	-7%	-9%[38.3 µM]	16%	3%	4%
CC1(C)NC(=O)N(CC(O)COc2ccccc2[N+](=O)[O-])C1=O (stereo not given)	-8%	?	8%	-4%	-16%	6%[46 µM]	0%
CCOC(=O)N/N=C/c1c(C)c(C(=O)c2ccc(F)cc2)n2ccccc12	15%	-49%[inhibitor]	0%	-1%	-17%	-6%[46 µM]	-5%
CCN(c1ccc2c(c1)OCO2)S(=O)(=O)c1cc(Br)cc2c1N(C(=O)C1CC1)CC2	-35%[inhibitor]	5%[10 µM]	9%	9%	-12%	?	-4%

Later entries
SMILES	SMN2 splice up	HTT cytoprotect	Luc counter	IMPase Li inh	HttQ103 aggreg	Lamin A splicing	CBFb RUNX1 block
Cn1ccc(=Nc2ccc(NC(=O)c3ccc(N=c4ccn(C)c5ccc([N+](=O)[O-])cc45)cc3)cc2)cc1	.	-11%[10 µM]	.	.	17%[9.22 µM]	.	14%
CCC(C)NC(=O)c1cnn2c1NC(c1cccs1)CC2C(F)(F)F (stereo not given)	0%	11%	-4%	24%[38.3 µM]	8%	5%	2%
CCOC(=O)c1c(NC(=S)NC(=O)c2ccc(Cn3cc(Cl)cn3)o2)sc2c1CCC(C)C2 (stereo not given)	-9%	-28%	-5%	-2%[38.3 µM]	23%	6%	1%
Cc1nc(N2CCN(S(=O)(=O)c3ccc(F)cc3)CC2)c2c(C)c(C)sc2n1	4%	10%[10 µM]	0%	4%[38.3 µM]	16%	-3%	2%
Cc1ccnc(N(C(=O)Nc2ccccc2)C2=NCC(C)(C)S2)c1	.	-14%[10 µM]	.	.	-6%[9.22 µM]	.	-14%
O=C(N/N=C/c1ccc(Cl)cc1)c1n[nH]c2c1CCCC2	.	-76%[inhibitor][10 µM]	.	.	?	.	9%
CC(C)CNC(=O)C(=O)NCCCN1CCOCC1	.	31%[10 µM]	0%	-1%	11%[9.22 µM]	-2%[46 µM]	0%
Cc1cccc(NC(=O)CCN2CCN(C/C=C/c3ccccc3)CC2)c1	?	-5%[0.074 µM]	-2%	28%[38.3 µM]	-3%	-4%	7%
CN(C(=S)Nc1cccnc1)c1ccc(O)cc1	-9%	36%[10 µM]	-1%	9%	?	?	?

Single records, from the list above. Values in the order: SMN2 splice up, HTT cytoprotect, Luc counter, IMPase Li inh, HttQ103 aggreg, Lamin A splicing, CBFb RUNX1 block
Cc1cccc(NC(=O)CCN2CCN(C/C=C/c3ccccc3)CC2)c1 is entered as ?, -5%[0.074 µM], -2%, 28%[38.3 µM], -3%, -4%, 7%
Cc1ccnc(N(C(=O)Nc2ccccc2)C2=NCC(C)(C)S2)c1 is entered as ., -14%[10 µM], ., ., -6%[9.22 µM], ., -14%
